Source: PubChem BioAssay (National Center for Advancing Translational Sciences (NCATS))
ERK EGF inh: blocks ERK signaling stimulated by EGF | HEK293-V1b, EGF-stimulated phospho-ERK AlphaScreen | Potency, µM (series often up to 11.5 µM), for inactives: at the top dose activity change, negative = inhibition, most hits filed as inhibitors | 0.41% of 130,000 active; active means well fitted inhibition curve with a large enough effect; inconclusive means small, poorly fitted or top-dose-only effect, or effect the other way;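 further: plate controls were stimulated vehicle wells for no effect and unstimulated vehicle basal for full effect; nearly all actives have a fitted effect of over 55% in size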
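After overnight plating in 1% FBS, HEK293-V1b cells received test compound for half an hour, then a 5 min pulse of EGF (25 nM); ERK phosphorylation in lysates was read by bead-based AlphaScreen.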
The depositor's hits bear a star; ? = inconclusive; [ ] = dose if it differs, or a comment. Potency means the concentration at half of the fitted maximal effect. An excerpt, so the mix of outcomes need not match the whole.

mol | ERK EGF inh
CC(C)OC(=O)NC(c1ccccc1)C(Cl)(Cl)Cl (configuration not stated) | -8%
C=CCNC(=S)NN(c1ccccc1)c1ccccc1 | -3%
COc1ccc(C(=O)Nc2ccccc2-c2ccccc2)cc1Cl | 7%
Cc1ccc(S(=O)(=O)NC(C)C(c2cccs2)N2CCN(C)CC2)cc1 (configuration not stated) | 0%
CC(=O)c1c(-c2ccc(Cl)cc2Cl)noc1C | 0%[57.5 µM]
COCc1c(C(=O)OC)nnn1-c1ccc(C(F)(F)F)cc1[N+](=O)[O-] | 0%
O=C(CSc1nnc2ccccn12)c1ccc(Cl)cc1 | 8%
Cc1nc(C)c(-c2ccnc(/N=C/NO)n2)s1 | -8%[57.5 µM]
O=C(Cc1cccs1)N1CCN(S(=O)(=O)c2ccc(F)cc2)CC1 | -3%
CCN(CC)C(=O)Cn1cc(SCC(=O)Nc2cc(C)on2)c2ccccc21 | -4%
COc1ccccc1N1CCN(C(=O)CSc2ncnc3scc(-c4ccccc4)c23)CC1 | -1%
Cc1ccc(NC(=O)CCCN2C(=S)NC(C)(C)CC2C)cc1 (configuration not stated) | 4%
COc1ccc2cnn(CCOc3cc(C)ccc3C(C)C)c(=O)c2c1OC | 4%
O=C(CSc1nnc(SCc2ccc(Cl)cc2)s1)N/N=C/c1c(Cl)cccc1Cl | 6%
O=S(=O)(Nc1cc(Sc2cccc3cccnc23)c(O)c2ccccc12)c1ccc(F)cc1 | 3%
O=C(Cc1ccccc1)N/N=C/c1cc(Br)cc(Cl)c1O | 0%
COc1ccc2c(Cl)c(C(=O)NN3CCN(C)CC3)sc2c1 | 1%
COc1ccc(/C=C(\C#N)C(=O)OCC(=O)Nc2ccc(-c3nc4ccc(C)cc4s3)cc2)cc1 | 3%
C#CCOC(=O)/C(=C/c1ccc(F)cc1)NC(C)=O | 17%
CCNC(=O)Oc1ccc(-c2csnn2)cc1 | -6%
CCCCCCCCCCCC(CC1OC(=O)C1CCCCCC)OC(=O)C(CC(C)C)NC=O (configuration not stated) | 9%
C=CCN(CC=C)CCOc1ccccc1 | 1%
C[C@H](NC(=O)Cc1cccc2ccccc12)C(=O)N1CCCN(C)CC1 | 3%
CC1(C(=O)Oc2ccccc2)Cc2ccccc2C(=O)O1 (configuration not stated) | -4%
CCOC(=O)[C@H](CCc1ccccc1)N[C@@H](C)C(=O)N1CCC[C@H]1C(=O)O | 3%[25.7 µM]
O=C(NNC(=O)c1nn(-c2ccc(F)cc2)ccc1=O)c1ccc(Cl)cc1 | 1%[57.5 µM]
CC(C)C(NC(=O)c1c(F)cccc1F)C(=O)NCC(c1ccccc1)N(C)C (configuration not stated) | 4%
CCCCN(c1ccccc1)S(=O)(=O)N(C)C | 8%
CC1(C)OC2C(CO)OC(n3cnc4c(=O)[nH]cnc43)C2O1 (configuration not stated) | 26%
Cc1cc(=O)n(CC(=O)Nc2cc(Cl)ccc2C)c(C(C)C)n1 | -4%
CC(=O)N1CCN(C2=NC(=O)C(=C3CCCCC3)S2)CC1 | 2%
CC12CCC(c3c1nc1ccccc1[n+]3[O-])C2(C)C (configuration not stated) | 17%
COC(=O)CS(=O)(=O)c1cccc2cccnc12 | -8%
CCC(C(=O)OC)n1c(-c2ccccc2)nc2ccccc2c1=O (configuration not stated) | 2%
COc1cc(/C=C/C(=O)N2CCN(c3n[nH]c(=O)[nH]c3=O)CC2)cc(OC)c1OC | 7%
Cc1c(C(=O)N2CCCC2)sc(NC(=O)c2ccc(Cl)cc2)c1C#N | -1%
COC(=O)[C@@]1(Cc2ccc(F)cc2)[C@H]2c3cc(C(=O)N(C)C)n(CCc4c[nH]c5ccc(OC)cc45)c3C[C@H]2CN1C(=O)c1ccccc1 | 2%
c1ccc(C(c2nnnn2C2CCCC2)N2CCN(c3ccccc3)CC2)cc1 (configuration not stated) | 3%
Cn1c(=O)n(C)c2cc(S(=O)(=O)Nc3ccccc3)ccc21 | 3%
O=[N+]([O-])/C(N=Nc1ccccc1)=N\Nc1ccccc1 | -1%

Three structures out of the list, arranged by number of heavy atoms, low to high:
mol | ERK EGF inh
COC(=O)CS(=O)(=O)c1cccc2cccnc12 | -8%
O=[N+]([O-])/C(N=Nc1ccccc1)=N\Nc1ccccc1 | -1%
Cc1cc(=O)n(CC(=O)Nc2cc(Cl)ccc2C)c(C(C)C)n1 | -4%

Carrying on.
mol | ERK EGF inh
COc1ccccc1N1CC(C(=O)Nc2ccc3c(c2)OCO3)CC1=O (configuration not stated) | 11%
CCN(CC)C(=O)CCCC(=O)N(CC)CC | 2%
S=C(Nc1ccc2c(c1)OCO2)N1CCN(Cc2ccco2)CC1 | -7%
COc1ccc(OC(=O)CCN2C(=O)C3C4C=CC(C4)C3C2=O)cc1 (configuration not stated) | -9%
COC(=O)c1sc(NC(=O)c2ccco2)c(C#N)c1C | ?
c1ccc(Nc2scc(-c3ccccc3)[n+]2Cc2ccco2)cc1 | ?
NC(=O)C1CCN(Cc2nc3c(Br)cc(Br)cc3c(=O)[nH]2)CC1 | -3%
COc1ccc(NC(=O)C2CCCN2C(=O)NCc2ccccc2)cc1 (configuration not stated) | 0%
Fc1cccc2sc(Nc3nc4c(F)cccc4s3)nc12 | -6%
Cc1c(C(=O)NCC2CCCO2)oc2ccc(S(=O)(=O)N3CCCCC3)cc12 (configuration not stated) | 7%
CCO[C@@H]1OC(C(=O)NC2CC2)=C[C@H](c2ccc(Br)cc2)[C@H]1CCCO | -7%[57.5 µM]
NC(=O)c1ccccc1N/C=C/C(=O)c1cccs1 | -5%
Cc1ccc(C(=O)Cn2c(-c3ccccc3)noc2=O)cc1 | -1%
Cc1cc(C)c2c(NC(=S)NC(=O)c3ccccc3)n[nH]c2n1 | 1%
Cn1c(=O)c2c(nc(SCc3ccccc3)n2Cc2ccc(Cl)cc2)n(C)c1=O | 8%
CC1CCCCN1CCCNC(=O)c1cc(Br)c(Br)[nH]1 (configuration not stated) | -11%[57.5 µM]
Cc1ccc(-c2nnn(CC(=O)N(Cc3ccco3)C(C(=O)NC3CCCC3)c3cccs3)n2)o1 (configuration not stated) | -6%
COc1ccc(/C=N/n2cnnc2)cc1Cn1nc(C)c([N+](=O)[O-])c1C | 6%
Cc1ccccc1Nc1nc(N)nc(CSc2n[nH]c(N)n2)n1 | -2%[57.5 µM]
CCn1cc([N+](=O)[O-])c(C(=O)N2N=C(c3ccc4ccccc4c3)CC2c2cc(Br)ccc2O)n1 (configuration not stated) | 7%

The list goes on.
SMILES	ERK EGF inh
CC1=CC2=NC(=O)/C(=C\c3cccn3CCOc3ccc(C)c(C)c3)C(=N)N2O1	1%
C/C=C(/C(=C/C)c1ccc(O)cc1)c1ccc(O)cc1	-19%[57.5 µM]
CCN(CC)CC(O)CCCCCCCCC(=O)OC (configuration not stated)	5%[57.5 µM]
CCOC(=O)N1CCN(C(=O)COc2cccc3c2CCN(Cc2ccccc2F)C3=O)CC1	6%
COc1ccc(-n2c(C)nc3cc(C(=O)NCc4ccc5c(c4)OCO5)ccc32)cc1	2%
CCSc1nnc(NC(=O)CSc2nnc(CNC(=O)c3ccccc3F)o2)s1	4%
COc1ccc2oc(=O)c(C(=O)NCc3ccc4c(c3)OCO4)cc2c1	-12%
CN(C(=S)NC(=O)c1ccc(Br)o1)c1ccccc1	4%
Cc1nc2nc[nH]n2c(=O)c1CCOC(=O)c1ccccc1F	-15%
O=C(NC1CCCc2ccccc21)C(Cc1ccccc1)NS(=O)(=O)c1cccs1 (configuration not stated)	3%
CCCCNC(=O)c1cc2cc(OC)ccc2[nH]1	0%[57.5 µM]
O=C(N/N=C/c1ccc([N+](=O)[O-])o1)c1cn(-c2ccccc2)nc1-c1ccccc1	-3%
C/C(=N\OCc1nc2ccccc2c(=O)n1/N=C/c1cc([N+](=O)[O-])ccc1O)c1ccccc1	-1%[57.5 µM]
Cn1nnnc1SCC(=O)C(C)(C)C	1%
O=C(Cc1ccccc1)NC(NC(=O)Cc1ccccc1)c1cccc([N+](=O)[O-])c1	-1%
C/C(=N\NS(=O)(=O)c1ccccc1)c1ccc2c(c1)OCCO2	5%
Cc1nc2c(C#N)cnn2c2c1CCN2CC1CCCO1 (configuration not stated)	-3%
O=C(CSc1ncccn1)NCc1cccc(Cl)c1	3%
CCOCc1nnc(NC(=O)c2cc(OC)cc(OC)c2)s1	11%
Cc1cnc(C(=O)Nc2nnc(SCc3c(Cl)cccc3Cl)s2)cn1	2%
Cn1cccc1C(=O)N1CCC2(CCN(C(=O)Nc3cccc(C#N)c3)CC2)CC1	-12%
CCN1CCN(Cc2ccc(NC(=O)c3cc(NC(=O)c4ccc5n[nH]nc5c4)cc(OC)c3)cc2C(F)(F)F)CC1	-7%[57.5 µM]
O=C(CCS(=O)(=O)c1ccccc1)Nc1nc(-c2ccc(F)cc2)cs1	?
CC1(C)CC(=O)C(N=Nc2ccc(C(F)(F)F)cc2[N+](=O)[O-])=C(O)C1	?
COc1cc(Nc2ccc(C)cc2)c([N+](=O)[O-])nc1[N+](=O)[O-]	-6%
O=c1[nH]nnc2sc3c(c12)CCCC3	-1%
COc1ccc(C2CC(c3cccs3)=NN2C(=O)CSc2nnnn2C)cc1OC (configuration not stated)	0%
COCC(C)NC(=S)N1CCN(c2ccccc2Cl)CC1 (configuration not stated)	26%
CCC(c1nnc(SCC(=O)NCCc2ccc(OC)c(OC)c2)n1Cc1ccccc1)N(C)C (configuration not stated)	-32%
CCCCN(CCCC)S(=O)(=O)c1ccc(NC(=O)c2ccc([N+](=O)[O-])cc2Cl)cc1	-5%

Ordered by the number under ERK EGF inh (lowest first): 4 of the compounds above.
SMILES	ERK EGF inh
Cn1cccc1C(=O)N1CCC2(CCN(C(=O)Nc3cccc(C#N)c3)CC2)CC1	-12%
O=C(Cc1ccccc1)NC(NC(=O)Cc1ccccc1)c1cccc([N+](=O)[O-])c1	-1%
CCSc1nnc(NC(=O)CSc2nnc(CNC(=O)c3ccccc3F)o2)s1	4%
C/C(=N\NS(=O)(=O)c1ccccc1)c1ccc2c(c1)OCCO2	5%

New compounds follow.
SMILES	ERK EGF inh
CN(C)c1ccc(NC(=O)c2ccc(Cn3cc([N+](=O)[O-])cn3)cc2)cc1	?
Cn1nc(-c2ccccc2)c(CO)c1Oc1ccc(F)cc1	3%
COc1ccc(Oc2ncc3nc(C)c(=O)n(C4CC4)c3n2)cc1	5%
CCOC(=O)c1c(N)sc(C(=O)OC)c1C	1%
N#Cc1c(N)nc2c(c1-c1cccs1)CCCC2	-1%
COc1ccc(/C=C/C(=O)Nc2ccc(C(N)=O)cc2)cc1OC	-6%[57.5 µM]
COc1ccc(-c2noc(CCC(=O)NCc3ccco3)n2)cc1	2%[57.5 µM]
CCn1cc(C(=O)O)c(=O)c2cnc(N3CCN(C(=S)NC(=O)c4ccc(Cl)cc4)CC3)nc21	?
COc1ccc(/C=N/NC(=O)c2ccc(Cl)cc2)cc1Cn1cc(Cl)cn1	-4%
COc1cc(CNC2CCCC2)c(Br)cc1OC1CCCC1	-5%
COC(=O)c1cc(N2CCN(C)CC2)nc2ccccc12	2%
COc1ccc(NC(=O)N2CC3(CCN(C(=O)c4c(C)noc4C)CC3)C2)cc1	-2%
O=C(O)/C=C/C(=O)Nc1ccc(OC(F)(F)Cl)cc1	-10%
O=C(NCc1ccc(Cl)cc1)NCc1ccc(Cl)cc1	-1%
N#Cc1ccc(S(=O)(=O)N2CCCN(c3nc4ccc(Cl)cc4s3)CC2)cc1	-4%[57.5 µM]
COc1ccc(-n2c(Cc3cccn3C)nnc2SCC(=O)NCc2ccccc2Cl)cc1	7%
CCOC(=O)N1CCN(C(=O)CSc2ccc3nnc(CCNC(=O)c4ccc(OC)cc4)n3n2)CC1	-9%
C=CCn1cc(/C=N/NC(=O)COc2cccc3cccnc23)c2ccccc21	4%
c1ccc(C2CCC3(CC2)Oc2ccccc2C2CC(c4cccnc4)=NN23)cc1 (configuration not stated)	-1%
COc1ccc2cc(/C=N/NC(=O)CN(c3ccccc3C)S(=O)(=O)c3ccccc3)c(Cl)nc2c1	3%
Cc1cc(/C=C2\C(=N)N3N=C(C(C)C)SC3=NC2=O)c(C)n1-c1ccccc1	-7%
COCCNC(=S)N1CCOCC1	3%
CCc1ccc(C2N3CC4([N+](=O)[O-])CN2CC([N+](=O)[O-])(C3)C4(C)C)cc1 (configuration not stated)	-3%
C=CCOc1ccc(Oc2cc(C)nc(SC)n2)nn1	7%
COc1ccc(C(=O)N2CCC3(CC2)CN(C(=O)Nc2cccc(C#N)c2)C3)cc1	0%
Cc1cc(C)nc(/N=C(\N)N2CCc3ccccc32)n1	-6%
COc1ccc(-c2cc(-c3cccs3)nc3sc(C#N)c(N)c23)cc1	?
CCN1CCc2c(OCC(=O)N3CCC(C)CC3)cccc2C1=O	1%
CCn1nc(C(=O)Nc2ccc(S(=O)(=O)Nc3ncccn3)cc2)c2ccccc2c1=O	?
CCN(CC)C(=O)CS(=O)CC(=O)Nc1cc(OCCOC)c(Cl)cc1Cl (configuration not stated)	-25%[57.5 µM]
CCc1ccc(OCCOCC(O)CNC2CCCC2)cc1 (configuration not stated)	1%
COc1ccc(CCNC(=O)CSc2ccc(-c3ccco3)nn2)cc1	1%

No new results follow: an excerpt of the list.
SMILES	ERK EGF inh
CN(C)c1ccc(NC(=O)c2ccc(Cn3cc([N+](=O)[O-])cn3)cc2)cc1	?
Cn1nc(-c2ccccc2)c(CO)c1Oc1ccc(F)cc1	3%
COc1ccc(Oc2ncc3nc(C)c(=O)n(C4CC4)c3n2)cc1	5%
CCOC(=O)c1c(N)sc(C(=O)OC)c1C	1%
N#Cc1c(N)nc2c(c1-c1cccs1)CCCC2	-1%
